NF-kB neuron act = raises NF-kB expression in human neuronal cells; NF-kB reporter expression; hits give high values; fold change at 12.5 µM; actives 1.6% (n = 190,000); in the data active = fold change above about 3.3
FLuc inh counter = inhibits firefly luciferase, flagging false hits in luciferase inhibition screens. P08659. inhibition, % at 10 µM. AID 1006. ATPLite firefly luciferase biochemical luminescence, 10 min. actives 1.5% (n = 200,000);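 active = inhibition above about 50% when tested at 10 µM, limit read from the data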
Target sequence (P08659 whole entry, looked up): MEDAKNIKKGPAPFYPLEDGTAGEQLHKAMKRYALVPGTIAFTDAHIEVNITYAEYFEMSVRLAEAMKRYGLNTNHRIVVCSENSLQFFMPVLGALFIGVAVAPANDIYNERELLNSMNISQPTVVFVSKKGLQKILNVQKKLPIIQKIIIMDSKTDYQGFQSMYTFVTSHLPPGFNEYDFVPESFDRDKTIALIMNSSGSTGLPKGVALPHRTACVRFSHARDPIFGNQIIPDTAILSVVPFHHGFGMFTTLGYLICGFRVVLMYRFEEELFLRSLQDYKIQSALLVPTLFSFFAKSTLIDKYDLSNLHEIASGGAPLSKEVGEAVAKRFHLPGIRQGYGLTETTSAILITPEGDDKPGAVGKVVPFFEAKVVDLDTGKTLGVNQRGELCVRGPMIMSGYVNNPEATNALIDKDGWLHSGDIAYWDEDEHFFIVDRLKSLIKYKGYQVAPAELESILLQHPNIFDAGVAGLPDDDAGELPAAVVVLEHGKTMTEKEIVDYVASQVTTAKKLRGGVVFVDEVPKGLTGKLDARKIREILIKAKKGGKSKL
APP 5'UTR act = APP 5'UTR luciferase reporter activation; SH-SY5Y APP 5'UTR luciferase reporter, luminescence; zero percent = DMSO vehicle wells; activation, % at 2 µM; actives 1% (n = 190,000);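 active = activation above a set limit, based on mean plus 3 SD of controls, cut at about 140% in these data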; also: values of inactives mirror those of a sister screen read the other way
TNAP inh no acc = TNAP (human) inhibition, acceptor-free conditions. P05186. purified TNAP, CDP-star luminescence, 30 min. inhibition, % at 20 µM. actives 0.26% (n = 200,000). AID 1012;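 active = tissue-nonspecific alkaline phosphatase inhibition above about 50% at 20 µM in the single-dose screen, limit read from the data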;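 also: 0% = DMSO negative control and 100% = EDTA positive control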
FLuc act counter = firefly luciferase counter-screen for stimulation assays; 200,000 tested, under 10 active; P08659; activation factor at 10 µM; ATPlite luciferase biochemical, luminescence, 10 min; 0 = ATP-free wells, 1 = DMSO control;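 active = luciferase activation factor, scaled between plate controls, of at least 2 with compound at 10 µM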
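Material: luciferase plus luciferin reagent, cell-free. Medium: PBS buffer for ATP. Also added: ATP substrate, dispensed from a 10.24 µM working solution in PBS. Doses: test compounds dosed from 2 mM stocks in 100% DMSO. Incubation: 10 min post-reagent at room temperature. Technique: light output (luminescence). Read-out basis: luminescence gain marking luciferase activators.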
PMI activator = activators of human phosphomannose isomerase | P34949 | purified human PMI, coupled resazurin fluorescence, 20 min; hits give high values; 1 = vehicle control, 0 substrate-free wells | activation factor at 20 µM | actives 0.005% (n = 190,000) | AID 1214;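 active = activation factor of 2 or more at 20 µM, relative to plate controls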
Target sequence (P34949 whole entry, looked up): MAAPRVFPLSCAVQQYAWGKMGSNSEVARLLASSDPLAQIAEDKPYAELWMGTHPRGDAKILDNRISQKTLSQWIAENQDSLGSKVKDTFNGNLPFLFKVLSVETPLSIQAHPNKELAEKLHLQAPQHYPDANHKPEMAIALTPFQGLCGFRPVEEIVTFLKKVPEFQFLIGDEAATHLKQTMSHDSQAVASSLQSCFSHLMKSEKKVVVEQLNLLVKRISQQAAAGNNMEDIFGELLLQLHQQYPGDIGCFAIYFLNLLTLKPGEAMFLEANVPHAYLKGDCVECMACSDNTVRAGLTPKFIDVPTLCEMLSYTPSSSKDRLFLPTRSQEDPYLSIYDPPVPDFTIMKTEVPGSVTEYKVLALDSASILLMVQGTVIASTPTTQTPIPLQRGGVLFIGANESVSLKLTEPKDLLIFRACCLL
bIAP activator = increases bovine intestinal alkaline phosphatase activity; purified bovine IAP, CDP-star luminescence, 30 min; hits give high values; fold of DMSO-control signal, blank-subtracted; activation factor at 20 µM; actives 0.17% (n = 200,000);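 active = activation factor of 2 or more at 20 µM, a signal rise over negative controls twice the positive control's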
PMI act satM6P = activators of human phosphomannose isomerase at near-saturating mannose 6-phosphate; P34949; coupled PMI enzyme assay, resazurin fluorescence, 20 min; hits give high values; 1 = untreated enzyme, 0 = substrate-free blank; activation factor at 20 µM; actives 0.34% (n = 190,000);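 active = activation factor of 2 or more at 20 µM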
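Test system: human PMI in coupled enzyme assay; Input: PMI at 15 ng/mL final; Medium: HEPES buffer, pH 7.4; Schedule: 20 min incubation at room temperature; Technique: resorufin fluorescence at Ex 544/Em 590 nm; Compound: 20 µM single dose; Probe or stimulus: Near-saturating mannose-6-phosphate, 1.0 mM.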
TNAP act hi DEA = activators of human TNAP at high phosphate acceptor concentration; purified TNAP, CDP-star luminescence, 1 M DEA, 30 min; hits give high values; 0 = EDTA background, 1 = DMSO-only activity; activation factor at 20 µM; P05186; 200,000 tested, under 10 active;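 active = activation factor at least 2 at 20 µM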
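Test system – human TNAP · Doses – 20 µM single point · Incubation – 30 min, room temperature · Signal – luminescent substrate turnover signal · Read-out basis – activation factor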
TNAP inh hiacc = inhibitors of human TNAP at high phosphate acceptor concentration; P05186; purified TNAP, CDP-star luminescence, 1 M DEA; actives 0.03% (n = 200,000); AID 1135; inhibition, % at 20 µM;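 active = over 50% inhibition of tissue-nonspecific alkaline phosphatase at 20 µM in the single-dose screen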;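 also: plate controls were DMSO wells for no effect and EDTA-quenched wells as full inhibition for full effect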
The depositor's hits bear a star.

1: Cc1ccc2oc(=O)c3cnn(CC(=O)NCCCOC(C)C)c3c2c1
2: O=C(COC(=O)c1ccc(O)cc1)Nc1ncc(Cl)cc1Cl
3: CCCCN(CC)C(=O)CN(C)S(=O)(=O)c1cccc2nsnc12
4: C/C(=N\N=C\c1cccc(F)c1)c1nnn(-c2nonc2N)c1C
5: O=C(NN1C(=O)C2C(c3ccccc3)C=CC(c3ccccc3)C2C1=O)c1ccccc1 (stereo not given)
6: Cc1csc(SC(C)C(=O)NCc2ccc3c(c2)OCO3)n1 (stereo not given)
7: COCc1cc(C)nc(NCCO)c1C#N
8: COC(=O)c1ccc(C(=O)OC)c(NC(=O)CSc2cccc[n+]2[O-])c1

assay / entry	1	2	3	4	5	6	7	8
NF-kB neuron act	0.96	1.23	0.9	1.17	1.01	0.97	1.01	2.55
FLuc inh counter	-2.8	-5.5	-3.9	-4.3	0.0	-9.7	1.1	1.5
APP 5'UTR act	-5.4	11.3	-22.8	25.9	-0.9	-13.4	3.5	-1.8
TNAP inh no acc	-11.5	-13.2	-5.4	-12.9	-10.8	-11.0	-5.7	-1.3
FLuc act counter	1	1.1	1	1	1	1.1	1	1
PMI activator	1	1.2	1	0.9	0.8	1.2	1	1.1
bIAP activator	1.1	1	1	0.9	1	1	1.1	0.9
PMI act satM6P	1.1	0.9	0.9	1	0.9	1	1.1	1.5
TNAP act hi DEA	1.1	1	1	1	1	1	1	1
TNAP inh hiacc	-5.8	-3.3	-0.8	-3.7	3.0	-4.1	1.1	3.6

9: N/C(=N\OC(=O)N1CCOCC1)c1ccccc1
10: O=C(NCc1ccccc1)N1CCN(c2ccc(F)cc2)CC1
11: CCC(=O)N(C)C(c1ccccc1Cl)c1nnnn1-c1c(C)cccc1C (stereo not given)
12: COc1ccc(C2CC(c3ccccc3)=NN2C(=O)COC(=O)c2cccc(S(=O)(=O)N3CCOCC3)c2)cc1 (stereo not given)
13: CN(C)CC(=O)N1c2ccccc2CCc2ccc(NC(=O)c3ccc(N)cc3)cc21
14: CC1CCC(NC(=O)c2cc3c(s2)CS(=O)(=O)C3)CC1 (stereo not given)
15: O=C(CCn1c(SCC(=O)NCc2ccco2)nc2ccccc2c1=O)NCCc1ccccc1
16: COc1cccc2sc(N(C)c3ccccc3)nc12

assay / entry	9	10	11	12	13	14	15	16
NF-kB neuron act	1.47	1.1	0.9	0.9	1.09	1.11	0.71	5.75*
FLuc inh counter	23.6	-3.0	-7.1	-10.7	8.3	-0.8	-8.9	85.4*
APP 5'UTR act	5.7	8.4	-11.0	5.3	9.6	7.5	7.5	218.0*
TNAP inh no acc	-15.2	-10.1	-10.9	-5.5	-7.6	-5.8	-2.7	-8.6
FLuc act counter	0.8	1	1.1	1.1	0.9	1	1.1	0.1
PMI activator	1	1	1	1	0.9	0.9	0.9	0.9
bIAP activator	1	0.8	1	1.2	1	0.9	1	1.1
PMI act satM6P	1	1	1	0.9	0.9	0.9	0.9	1
TNAP act hi DEA	1	1.1	1.1	1	1	1	1	1.1
TNAP inh hiacc	-3.6	-5.2	-10.5	-0.7	-2.1	0.4	-2.5	-6.0

Next section, overlapping the part above by 4 compounds.
13: CN(C)CC(=O)N1c2ccccc2CCc2ccc(NC(=O)c3ccc(N)cc3)cc21
14: CC1CCC(NC(=O)c2cc3c(s2)CS(=O)(=O)C3)CC1 (stereo not given)
15: O=C(CCn1c(SCC(=O)NCc2ccco2)nc2ccccc2c1=O)NCCc1ccccc1
16: COc1cccc2sc(N(C)c3ccccc3)nc12
17: Cc1ccc(OCC(=O)N(Cc2ccccc2)c2ccccn2)cc1
18: COc1ccc(Br)cc1S(=O)(=O)n1ccnc1
19: CSc1nc2c(c(=O)[nH]1)C(c1ccncc1)C(C(=O)OC(C)C)=C(C)N2 (stereo not given)
20: Fc1ccc(CSc2ccc3nnc(-c4ccccn4)n3n2)cc1
21: Cc1cnc(C(=O)Nc2ccc(N3CCN(C(=O)OC(C)(C)C)CC3)cc2)cn1
22: CCCOc1ccc(Cc2c(Cl)nc(SC)nc2NC)cc1
23: CCOc1ccc(C(=O)OC2CCN(C)CC2)cc1
24: C=CCSc1nsc(N)n1

assay / entry	13	14	15	16	17	18	19	20	21	22	23	24
NF-kB neuron act	1.09	1.11	0.71	5.75*	1.2	1.08	1.24	0.81	0.41	0.65	1.27	0.97
FLuc inh counter	8.3	-0.8	-8.9	85.4*	-3.0	-8.2	-5.0	-4.7	-0.1	-8.8	-6.9	-0.7
APP 5'UTR act	9.6	7.5	7.5	218.0*	39.6	-11.6	5.8	6.8	3.0	-14.8	17.0	7.5
TNAP inh no acc	-7.6	-5.8	-2.7	-8.6	-0.7	-7.7	-8.8	-4.1	-6.4	-13.6	-2.1	0.7
FLuc act counter	0.9	1	1.1	0.1	1	1.1	1.1	1	1	1.1	1.1	1
PMI activator	0.9	0.9	0.9	0.9	0.9	1.3	1	1	0.9	0.9	1.2	1.2
bIAP activator	1	0.9	1	1.1	1.2	0.9	1	1.1	0.9	0.8	1	1
PMI act satM6P	0.9	0.9	0.9	1	0.9	1.1	1	1	1	0.9	1.2	1.1
TNAP act hi DEA	1	1	1	1.1	1	1	1	1	1	1.1	1	1
TNAP inh hiacc	-2.1	0.4	-2.5	-6.0	1.0	-4.8	1.0	-3.8	-0.2	-5.0	-2.9	-4.7

25: CCC(NC(=O)c1ccccc1Br)c1ccccc1 (stereo not given)
26: CCOC(=O)Cc1csc(NS(C)(=O)=O)n1
27: COc1ccc(-c2nn(CC(=O)N3CCCCC3)c(=O)c3ccccc23)cc1
28: O=C1c2cccc(OCC(=O)N3CCCc4ccccc43)c2CCN1Cc1cccnc1
29: COc1ccc(Cc2n[nH]c(=S)n2Cc2ccccc2)cc1Cl
30: O=C1N(c2ccccc2)C[C@@H]2C[C@@H](c3cccs3)N3CCC[C@@]123
31: Cc1cccc(-c2n[nH]c([N+](=O)[O-])n2)c1
32: COc1ccc(NC(=O)CCn2nnc(-c3ccc(C)cc3)n2)cc1OC

assay / entry	25	26	27	28	29	30	31	32
NF-kB neuron act	1.18	1.14	1.12	1.03	0.93	0.9	1.35	0.83
FLuc inh counter	-1.3	-4.5	-2.2	-2.8	0.3	-6.8	-0.2	-3.9
APP 5'UTR act	17.7	3.8	-0.8	18.5	23.9	-7.1	13.6	11.0
TNAP inh no acc	-4.4	-11.3	-5.7	-12.7	-57.8	-9.6	44.5	-3.5
FLuc act counter	1	1	1	1	1	1.1	1	1
PMI activator	0.9	1	1	1.1	0.9	0.9	1	0.9
bIAP activator	1	0.9	1	1.1	1.7	1.2	1	1
PMI act satM6P	1	1	1.1	1.1	0.9	0.7	1.1	0.9
TNAP act hi DEA	1	1	1	1.1	1	1	1	1
TNAP inh hiacc	-0.2	-0.6	-4.1	-5.2	-0.1	-2.9	2.2	2.3

33: CCOC(=O)CSc1nc2c(c(-c3ccc(C)o3)c1C#N)CCCC2
34: Cc1ccc2nc(SCc3cccc([N+](=O)[O-])c3)nc(C)c2c1
35: COc1cc(/C=N/NC(N)=O)c(Br)cc1OCC(=O)Nc1ccccc1C
36: O=C(Nc1ccc(N2CCN(Cc3ccccc3)CC2)cc1)c1ccccc1[N+](=O)[O-]
37: Cn1[nH]c(CSc2ccc(Cl)cc2)cc1=O
38: Cc1ccc2nc(-c3ccc(NC(=O)CN4C(=O)c5ccccc5C4=O)cc3)sc2c1
39: O=c1ccc(Oc2nc(N3CCOCC3)nc(N3CCOCC3)n2)nn1-c1ccccc1
40: Cc1oc2ccc(O)cc2c1C(=O)OC(C)C

assay / entry	33	34	35	36	37	38	39	40
NF-kB neuron act	1.12	1	0.94	1.03	0.84	1.66	1.22	1.27
FLuc inh counter	-6.8	-2.9	-2.7	-11.7	1.7	37.5	-3.6	6.3
APP 5'UTR act	0.8	6.2	8.2	8.7	-11.1	113.5	-0.7	-22.5
TNAP inh no acc	-0.7	-7.4	3.5	-7.1	-4.3	-1.9	-4.0	-5.5
FLuc act counter	1.1	1	1	1.1	1	0.6	1	0.9
PMI activator	1.1	0.8	1.2	1	1	1	1	0.9
bIAP activator	1	0.9	1	0.9	1.1	1.5	1.1	0.8
PMI act satM6P	1.4	0.8	1.1	1.1	1	1	1.1	0.9
TNAP act hi DEA	1	1	1	1	1	1	1.1	1
TNAP inh hiacc	-3.0	-2.2	0.5	-4.6	-1.9	4.0	-7.2	-1.7

Whole records from above. Values in the order: NF-kB neuron act	FLuc inh counter	APP 5'UTR act	TNAP inh no acc	FLuc act counter	PMI activator	bIAP activator	PMI act satM6P	TNAP act hi DEA	TNAP inh hiacc
COc1cc(/C=N/NC(N)=O)c(Br)cc1OCC(=O)Nc1ccccc1C reads 0.94	-2.7	8.2	3.5	1	1.2	1	1.1	1	0.5
Cc1ccc2nc(SCc3cccc([N+](=O)[O-])c3)nc(C)c2c1 reads 1	-2.9	6.2	-7.4	1	0.8	0.9	0.8	1	-2.2
O=C(Nc1ccc(N2CCN(Cc3ccccc3)CC2)cc1)c1ccccc1[N+](=O)[O-] reads 1.03	-11.7	8.7	-7.1	1.1	1	0.9	1.1	1	-4.6
Cc1ccc2nc(-c3ccc(NC(=O)CN4C(=O)c5ccccc5C4=O)cc3)sc2c1 reads 1.66	37.5	113.5	-1.9	0.6	1	1.5	1	1	4.0

Further compounds
41: CSc1nc2sc3c(c2c(=O)n1C1CCCCC1)CCN(C)C3
42: Cn1c(CSc2ncccn2)nnc1SCC(=O)N1CCCc2ccccc21
43: COc1cc2c(cc1NC(=O)CSc1ccc(Cl)cc1)oc1ccccc12
44: O=C(NCC1CCCO1)C1CCN(S(=O)(=O)c2cccnc2)CC1 (stereo not given)

assay / entry	41	42	43	44
NF-kB neuron act	1.04	0.97	1.02	1.02
FLuc inh counter	-5.7	-8.7	-6.7	-0.4
APP 5'UTR act	11.4	7.9	3.5	11.9
TNAP inh no acc	-19.5	-7.0	3.6	-2.5
FLuc act counter	1.1	1.1	1.1	1
PMI activator	0.8	1	0.9	0.9
bIAP activator	1.4	1	1	0.9
PMI act satM6P	0.9	1	1	0.9
TNAP act hi DEA	1	1.1	1	1
TNAP inh hiacc	-4.3	-8.7	-3.4	-0.2

Source: PubChem
